From PubChem
pAkt inh = HTS Assay for Inhibitors of Akt Phophorylation: Primary Screen; Neuro2A IGF-stimulated pAkt S473 HTRF, 20 min; stronger effect = lower value; activity change, % for hits at 50 µM; hit rate 0.32% among 360,000; in the data active means activity change below about -80%; inconclusive means mostly about -51% to -80%; further: on the % scale 0 is the no-effect control and ±100 the full control effect
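Neuro2A cells (4,500/well, DMEM with 0.5% FBS) were treated with compound at a single 50 µM final concentration, stimulated with 6 nM IGF for 20 min at 37 °C, and lysed. Phospho-Akt Ser473 was read by HTRF as 665/615 ratio ×10^4.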
DRD3 antagonist = qHTS of D3 Dopamine Receptor Antagonist: qHTS; D(3) dopamine receptor (Homo sapiens), P35462; D3R cells, DiscoveRx beta-arrestin luminescence, antagonist mode; stronger effect = lower value; max response, negative = inhibition, %; hit rate 2.5% among 360,000; AID 652054, 2013; in the data active means max response below about -50%; inconclusive means no clear call, values can overlap the other calls; further: on the % scale 0 is the no-effect control and ±100 the full control effect; mostly tested at two doses, the higher about 12 µM
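Cells expressing the human receptor were seeded at 1500 cells/well, incubated overnight at 37 degrees C in 5% CO2, then exposed to library compounds with dopamine controls for 90 minutes at 37 degrees C before luminescent detection.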
FUS yeast rescue = qHTS for Suppressors of FUS Proteinopathy: Primary screen using FUS-linked yeast assay; S. cerevisiae FUS-expressing, growth rescue, OD600, 24 h; Potency, µM (highest dose often 76.6 µM), inactives show at the highest dose growth rescue (activation), usual class: activators; hit rate 0.24% among 390,000; AID 1347120, 2019;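 further: potency means the concentration at half of the fitted maximal effect; plate controls were DMSO vehicle for no effect and reference control for full effect; nearly all actives have a fitted effect of over 55% in size; some results filed as inactive show a strong effect at the top dose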
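Cultures pregrown in 2.5% raffinose medium are shifted to minimal medium containing 2% galactose to express toxic FUS. Compounds are tested at several concentrations. After 24hr at 30C, growth is quantified at 600 nm absorbance.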
GLP-1R agonist = qHTS of GLP-1 Receptor Agonists | HEK293 GLP-1R CRE-luciferase, luminescence, 4-6 h; cells express a hypersensitive GLP-1R form | Potency, µM (doses to about 45.6 µM), for the others: at the highest dose activation, hits mostly activators | hit rate 0.007% among 380,000 | AID 624172, 2012; further: potency means the concentration at half of the fitted maximal effect; % of control where 0% means no effect
Target sequence (P43220 whole entry, looked up): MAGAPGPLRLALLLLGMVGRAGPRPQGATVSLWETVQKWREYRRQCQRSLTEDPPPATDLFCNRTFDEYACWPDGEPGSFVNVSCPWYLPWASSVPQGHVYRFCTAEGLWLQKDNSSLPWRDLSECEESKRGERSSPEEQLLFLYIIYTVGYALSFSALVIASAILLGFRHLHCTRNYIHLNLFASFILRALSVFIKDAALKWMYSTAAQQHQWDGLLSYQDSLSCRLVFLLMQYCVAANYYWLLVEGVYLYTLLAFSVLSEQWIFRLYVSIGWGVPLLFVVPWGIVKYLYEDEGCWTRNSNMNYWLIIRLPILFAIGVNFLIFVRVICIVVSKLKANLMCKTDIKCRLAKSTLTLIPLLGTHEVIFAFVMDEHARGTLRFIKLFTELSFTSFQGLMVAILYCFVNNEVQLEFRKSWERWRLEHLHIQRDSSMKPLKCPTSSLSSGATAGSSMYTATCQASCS
TDP43 rescue = qHTS of TDP-43 Inhibitors; TDP-43 expressing yeast growth rescue, BacTiter-Glo, 24 h; AID 652104, 2013; Potency, µM (doses to about 46.1 µM), without a hit: top-dose growth rescue (activation), most hits filed as activators; hit rate 1.8% among 410,000; further: potency means the concentration at half of the fitted maximal effect; % of control where 0% means no effect; nearly all actives have a fitted effect of over 50% in size
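Galactose-induced TDP-43 yeast, OD600=0.02, compound pinned; 24 hr, 30 deg C; BacTiter-Glo luminescence for growth. Inhibitors of TDP-43 toxicity read as activators.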
Abeta yeast res = qHTS for compounds that reverse cellular toxicity of Amyloid beta (A-beta) peptide in yeast: Primary Screen; yeast expressing A-beta42, growth rescue, OD600, 48 h; response scale: 0% DMSO, 100% iron-clioquinol control; Potency, µM (titrated, usually from 46.1 µM), for inactives: top-dose growth rescue, hits mostly activators; hit rate 0.063% among 410,000; AID 1347071, 2019; further: potency means the concentration at half of the fitted maximal effect; nearly all actives have a fitted effect of over 55% in size
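Yeast growth medium received pinned compounds, then yeast cells expressing toxic A-beta were added; plates incubated at 30 C for 48 hr. Growth read as absorbance at 600 nm, normalized to DMSO and equimolar FeCl3 plus clioquinol controls.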
GLP-1R inv ag = qHTS of GLP-1 Receptor Inverse Agonists (Inhibition Mode); Potency, µM (doses to about 38.3 µM), without a hit: top-dose activity change, negative = inhibition, hits mostly inhibitors; hit rate 1.6% among 410,000; HEK293 GLP-1R CRE-luciferase, luminescence, 24 h; GLP-1R form is constitutively active; further: potency means the concentration at half of the fitted maximal effect; on the % scale 0 is the no-effect control and ±100 the full control effect; nearly all actives have a fitted effect of over 55% in size
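Seeding at 200 cells/uL, 12 h culture, 24 hr compound treatment, then luciferase reagent and a luminescence read; cells are HEK293 stably expressing a constitutively active GLP-1R plus cAMP-responsive luciferase.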
aSyn rescue = qHTS of alpha-syn Inhibitors; Yeast expressing alpha-synuclein, growth rescue, BacTiter-Glo, 24 h; hit rate 0.14% among 370,000; Potency, µM (doses to about 46.1 µM), for inactives: at the highest dose growth rescue (activation), usual class: activators; further: potency means the concentration at half of the fitted maximal effect; % of control where 0% means no effect; nearly all actives have a fitted effect of over 65% in size
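Rescue of yeast growth: cells expressing toxic alpha-synuclein, induced in galactose at OD600 0.02, incubated with compound 24 h at 30 C. ATP luminescence quantified growth; inhibitors of toxicity appear as activators.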
PTHR1 ag = qHTS for PTHR1 Agonists: Primary Screen; Potency, µM (series often up to 115 µM), inactives show at the highest dose activation, most hits filed as activators; HEK293 GP2 PTHR1 cells, GloSensor cAMP luminescence, 1 h; AID 743266, 2014; hit rate 0.075% among 410,000; further: potency means the concentration at half of the fitted maximal effect; nearly all actives have a fitted effect of over 55% in size; some results filed as inactive show a strong effect at the top dose; inactives centre near -15; many of its hits are not listed in these tables
Target sequence (Q03431 whole entry, looked up): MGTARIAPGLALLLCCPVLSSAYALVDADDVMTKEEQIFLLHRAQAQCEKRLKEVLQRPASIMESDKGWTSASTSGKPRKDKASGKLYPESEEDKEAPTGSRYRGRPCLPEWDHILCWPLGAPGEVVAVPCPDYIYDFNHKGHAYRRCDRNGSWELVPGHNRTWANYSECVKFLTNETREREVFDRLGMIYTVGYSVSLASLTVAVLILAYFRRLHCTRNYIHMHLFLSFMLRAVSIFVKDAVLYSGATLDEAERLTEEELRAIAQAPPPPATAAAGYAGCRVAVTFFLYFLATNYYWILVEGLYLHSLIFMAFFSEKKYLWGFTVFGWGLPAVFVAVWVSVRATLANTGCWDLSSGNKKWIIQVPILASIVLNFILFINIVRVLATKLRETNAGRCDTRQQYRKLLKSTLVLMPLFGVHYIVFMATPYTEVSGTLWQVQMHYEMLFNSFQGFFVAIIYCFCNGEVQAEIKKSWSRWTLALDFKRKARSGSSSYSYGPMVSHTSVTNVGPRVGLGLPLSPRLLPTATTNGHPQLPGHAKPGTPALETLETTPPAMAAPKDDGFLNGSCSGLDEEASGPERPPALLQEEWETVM
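HEK-293-derived GP2 cells expressing PTHR1 and a GloSensor cAMP reporter, 3,000/well, plated overnight, given luciferin plus IBMX (each 0.5 mM as added) for 1 h at 37 °C, then compound for 1 h at 37 °C. Luminescence was read after 15 min at room temperature.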
Starred values were filed as active, the others as inactive; i = inactive; ? = inconclusive; . = not tested or not shown; [ ] = remark or other dose. Unless noted, the call rests on the fitted dose curve; in most records, active means well fitted curve in the direction sought with a large enough effect; inconclusive means small, poorly fitted or top-dose-only effect, or another doubt; inactive means no such curve, though single readings can be large; an effect the other way counts as inactive or inconclusive. Only part of the results is shown (hit frequency here may not be typical).

Each structure is followed by: FUS yeast rescue	GLP-1R inv ag	TDP43 rescue	DRD3 antagonist	GLP-1R agonist	aSyn rescue	Abeta yeast res	PTHR1 ag	pAkt inh
> O=C(CSc1nccn1-c1ccccc1)N1CCc2ccccc21
  -13.8%	?	8.9%	-11.3	3.4%	2.0%	11.7%[9.22 µM]	-9.7%	i
> CCN1C(=O)C2(C(C#N)=C(N)Oc3c2c(C)nn3-c2ccccc2)c2ccccc21 (configuration not stated)
  21.1%	6.5%	5.8%	-18.1	-11.3%	2.4%	1.0%	-11.5%[57.5 µM]	i
> O=C(NC1CCCCC1)c1ccc(CN2CCOCC2)cc1
  ?	13.5%	3.0%	0.0	0.4%	-3.2%	17.7%	-9.1%[57.5 µM]	i
> O=C(NCCc1cccc(Cl)c1)c1ccc(OC2CCN(Cc3ccccn3)CC2)cc1
  25.0%	?	-16.4%	-58.7*	-0.3%	-0.3%	0.7%	?	i
> N#Cc1ccc(C(=O)NNC(=O)c2cccc(S(=O)(=O)N3CCOCC3)c2)cc1
  47.2%	-10.3%	-25.7%	-6.4	6.7%	2.5%	1.9%	i	i
> CCC1CCCCN1Cc1nc2c(c(=O)n(C)c(=O)n2C)n1CCCc1ccccc1 (configuration not stated)
  -5.7%	12.6%	3.4%	12.7	-2.5%	1.7%	4.8%	i	i
> Cc1ccn(-c2ccc(NC(=O)c3cccs3)cc2)n1
  15.3%	?	-48.7%[inhibitor]	-9.0	8.7%	-37.8%[inhibitor]	-42.8%[inhibitor]	-22.2%	i
> Cc1ccc(C(=O)OCC(=O)c2ccc(S(=O)(=O)N3CCCCC3)cc2)o1
  64.2%	2.0%	-7.0%	-3.0	-22.5%	19.9%	4.2%	-17.3%	i
> CN(C(=O)c1ccno1)c1nnc(-c2cnccn2)s1
  2.3%	13.2%	-1.4%	?	-10.3%	-1.5%	-4.0%	-12.2%[57.5 µM]	i
> COc1ccc(C2C(=O)NN=C2C)cc1 (configuration not stated)
  .	12.4%	15.9%	0.0	-2.4%	11.9%	-1.9%	-13.3%	i
> C=CCOC(=O)C1C(=O)CC(C)(O)C(C(=O)OCC=C)C1c1ccc(OCC)cc1 (configuration not stated)
  -27.8%	-19.6%	18.4%	22.8	-9.1%	3.5%	13.6%[9.22 µM]	-9.3%	i
> COc1ccc(N2C(=O)CC(N3CCN(Cc4ccc5c(c4)OCO5)CC3)C2=O)cc1 (configuration not stated)
  23.7%	-25.5%	-4.1%	-9.0	5.5%	-2.5%	-5.4%	-17.9%	i
> Cc1ccc(N2CCN(C(=O)C(=O)c3ccc(F)c(F)c3)CC2)cc1
  9.6%	2.8%	?	-5.9	.	7.6%	18.3%	-8.7%	i
> Cc1cccc(Nc2nc(N)c([N+](=O)[O-])c(N3CC(C)OC(C)C3)n2)c1 (configuration not stated)
  18.1%	?	23.9%	2.2	?	0.0%	6.2%	-17.7%	i
> CCOc1ccc(OCC)c(NC(=O)c2ccc(CNc3c(N4CCCC4)c(=O)c3=O)cc2)c1
  26.6%	11.8%	-15.9%	10.7	-0.5%	3.0%	-7.7%	i	i
> C(#Cc1ccccc1)C[N+]1(CC#Cc2cccc3ccccc23)CCOCC1
  -7.4%	3.5%	-9.6%	-15.7	-1.0%	-8.5%	0.4%	?	i
> O=C(c1ccc(Cl)cc1)c1nnc(-c2ccncc2)o1
  25.6%	17.7%	12.4%	8.8	10.6%	-2.6%	0.7%	5.1%[57.5 µM]	i
> O=C(Cc1ccccc1)NNC(=O)c1ccc(NC(=O)c2ccccc2)cc1
  31.5%	10.5%	-23.6%	13.2	3.1%	1.4%	-2.6%	-2.0%	i
> COCCn1c(SCC(=O)Nc2ccccc2F)nc2c([nH]c3ccccc32)c1=O
  19.5%	41.1%[activator]	8.1%	17.9	-6.7%	-0.1%	-0.4%	i	i
> Cc1ccccc1C(=O)Nc1ccccc1-n1cccc1
  35.0%	4.9%	4.0%	15.1	1.1%	8.2%	1.9%	?	i
> Cc1ccc(Cc2cn3cc(-c4ccccc4)nc3s2)cc1
  24.5%	?	18.5%	.	0.6%	.	-13.8%	-10.5%	.
> CN(Cc1ccccc1)S(=O)(=O)c1ccc(Cl)c(C(=O)N2CCOCC2)c1
  0.2%	16.6%	1.7%	11.0	-4.4%	3.1%	8.8%	-19.2%	i
> O=C(COC(=O)c1cccnc1SCC(=O)NCc1ccccc1)NCc1ccccc1
  41.3%	-12.3%	-13.0%	0.9	4.6%	-5.6%	-1.9%	-30.2%[inhibitor]	-89.4%*
> CCN(Cc1ccccc1)Cc1c(O)ccc2c(=O)c(-c3ccccc3)c(C(F)(F)F)oc12
  16.0%	?	-7.2%	.	.	.	-5.6%	-18.5%	.
> Cc1ccc(Cn2c(C)c(C(=O)NCc3ccccc3C(F)(F)F)sc2=O)cc1
  26.0%	?	15.8µM*	11.8	11.4%	7.3%	3.3%	-2.5%	i
> CSCCC(NS(=O)(=O)c1ccccc1F)C(=O)NCC(C)(C)N1CCOCC1 (configuration not stated)
  .	-0.7%	17.9%	-11.7	-9.9%	2.7%	4.4%	i	i
> O=C(NCC1CCOCC1)c1cc(COc2ccc(F)cc2F)on1
  8.1%	?	19.7%	-6.0	-3.0%	-7.1%	-0.8%	i	i
> Cc1ccc(S(=O)(=O)c2nc(-c3cccs3)oc2NCc2cccnc2)cc1
  29.6%	19.3%	1.1%	16.5	5.9%	0.8%	13.1%	i	i
> O=C(NC(=S)Nc1ccccc1N1CCOCC1)c1ccc(-c2cc(Cl)ccc2Cl)o1
  .	2.1%	-8.2%	-2.9	-0.2%	2.5%	-2.1%	i	i
> O=C1CC(N2CCSCC2)C(=O)N1c1cccc(Cl)c1 (configuration not stated)
  -21.2%	2.5%	-39.7%[inhibitor]	-8.5	5.0%	-37.7%[inhibitor]	1.4%	-11.1%	i
> CCS(=O)(=O)c1ccc(O)c(NC(=O)NC2CCCCC2)c1
  9.3%	30.5%	-10.5%	18.5	4.0%	3.9%	5.9%	i	i
> CN1CCC(=NNC(=O)c2ccc(N(Cc3ccccc3Cl)S(C)(=O)=O)cc2)CC1
  .	2.1%	9.0%	-5.0	12.1%	-1.2%	-2.5%	i	i
> O=C1NC(=Nc2ccccc2Cl)S/C1=C\c1ccc(C(=O)O)cc1
  -15.2%	16.8%	8.7%	8.1	1.3%	-1.8%	-6.3%	-43.6%[inhibitor]	i
> CC1=Nn2c(nnc2-c2ccco2)SC1
  9.1%	4.6%	5.5%	2.6	6.2%	0.4%	8.9%	i	-102.4%*
> O=C(Nc1cccc(-c2cn3cccnc3n2)c1)c1cccs1
  6.3%	44.7%[activator]	-11.9%	9.4	12.8%	-8.4%	12.8%	-15.5%	i
> CCOC(=O)C(C)(C)Sc1nc2c(cnn2-c2ccc(F)cc2)c(=O)[nH]1
  8.8%	-13.1%	2.3%	0.9	3.7%	3.0%	-2.0%	-4.9%	i
> c1ccc(CCSc2ncnc3nc[nH]c23)cc1
  -23.3%	-20.7%	?	17.2	-9.3%	-16.2%	-14.1%	i	i
> O=C(CSc1nnc2c3c4c(sc3ncn12)CCCC4)NCc1ccco1
  15.3%	0.0%	16.6%	17.0	2.1%	2.3%	14.5%	i	i
> COc1ccc2[nH]c3c(c2c1)CCN1C(=O)N([C@@H](C)C(=O)NC2CC2)C(=O)[C@]31C
  ?	32.0%[activator]	0.0%	0.5	-2.6%	-1.4%	-7.8%	-6.3%	i
> CCOc1cccc(C2/C(=C(/O)c3ccc4c(c3)CC(C)O4)C(=O)C(=O)N2Cc2ccncc2)c1 (configuration not stated)
  31.5%	0.4%	-22.6%	0.0	-5.4%	-1.9%	-1.5%	5.8%	i
> O=C1N/C(=C\c2ccccc2)c2ccccc21
  8.1%	-5.4%	-15.0%	-10.1	8.9%	-7.6%	-6.9%	?	i
> C#Cc1ccc([C@@H]2C=C(C(=O)NC3CC3)O[C@H](OCC)[C@H]2CCCO)cc1
  11.4%	1.7%	-13.4%	0.0	-2.6%	-1.8%	-4.0%	-13.3%	i
> Nc1cc(=O)[nH]c(SCC(=O)Nc2cc(S(=O)(=O)N3CCCCC3)ccc2Cl)n1
  ?	-16.0%	-33.9%[inhibitor]	-27.9	-3.8%	8.4%	-12.6%	-35.4%[inhibitor]	i
> COc1ccc(N(CC(=O)Nc2ccc(F)c(F)c2)S(=O)(=O)c2c(C)[nH]c(=O)[nH]c2=O)cc1
  -11.0%	6.7%	-6.9%	4.6	4.1%	-2.6%	6.6%	i	i
> CC(Nc1ncnc2sccc12)c1ccccc1 (configuration not stated)
  19.9%	?	29.0%	50.3	4.7%	-8.1%	0.6%	i	i
> O=C(NNC(=O)c1ccc(NC(=O)c2ccccc2)cc1)c1ccc(F)cc1
  2.8%	4.3%	8.1%	-6.0	-5.6%	0.0%	14.1%	-2.9%	i
> Cc1cc(C)c(C)c(OCC(O)CN2CCN(c3ccccn3)CC2)c1 (configuration not stated)
  5.1%	?	-9.8%	-20.2	-0.8%	0.0%	4.5%	-20.0%	i
> C/C(=N\Nc1nc(C)cc(-c2ccccc2)n1)c1ccc(C)o1
  28.4%	?	25.1%	?	1.4%	-14.1%	30.8%	i	i
> COc1cc(=O)n(C)c2ccccc12
  16.0%	8.2%	2.9%	8.9	0.4%	-1.2%	-0.4%	i	i
> O=S1(=O)CCC(n2ncc3c2/C(=C/c2ccccc2)CC3)C1 (configuration not stated)
  17.2%	7.0%	14.0%	-12.1	18.9%	1.1%	0.7%	-0.8%	i
